Source: PubChem
PI4K2A inh: blocks human PI4K2A kinase activity | activity change, negative = inhibition, % at 76.9 µM | purified PI4K2A, ADP-Glo luminescence, 1 h; active compounds read low | 420,000 tested, 0.13% active; in the data active = activity change below about -50%;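 also: -100% = wells without enzyme as full effect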
Target sequence (Q9BTU6 whole entry, looked up): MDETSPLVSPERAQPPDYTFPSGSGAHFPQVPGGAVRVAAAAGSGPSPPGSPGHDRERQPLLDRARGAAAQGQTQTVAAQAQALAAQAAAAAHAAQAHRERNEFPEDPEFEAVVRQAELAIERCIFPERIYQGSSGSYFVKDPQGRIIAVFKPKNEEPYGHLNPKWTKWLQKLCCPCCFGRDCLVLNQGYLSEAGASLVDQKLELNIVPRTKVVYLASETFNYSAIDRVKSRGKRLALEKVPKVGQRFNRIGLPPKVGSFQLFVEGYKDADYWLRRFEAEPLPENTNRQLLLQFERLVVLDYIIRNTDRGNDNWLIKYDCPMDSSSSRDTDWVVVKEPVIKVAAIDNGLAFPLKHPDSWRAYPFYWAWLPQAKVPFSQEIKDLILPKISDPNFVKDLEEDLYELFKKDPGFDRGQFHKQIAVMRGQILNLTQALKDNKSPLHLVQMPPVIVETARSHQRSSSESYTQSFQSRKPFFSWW
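ADP-Glo luminescence measured ADP generated by PI4K2A enzyme (4 ug/mL before mixing) with 1.2 mM PI substrate (pre-mix) and 300 microM ATP (pre-mix). Tris pH7.5 buffer with MgCl2, Triton X-100; 1 h reaction at ambient temperature.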
Active calls of the source: *; & = joins results of further samples. Not all compounds are listed; the hit share may differ from the screen's.

PI4K2A inh	structure
-1	O=C(C[C@@H]1CC[C@@H](NC(=O)Nc2cccc(F)c2)[C@@H](CO)O1)NCC1CCCCC1
-3	CCO/C(C)=N/Oc1cnc2ccccc2c1
-4	CCCCNC(=O)C[C@H]1C(=O)N(CCCOC)C2=CCCCC[C@]21C(=O)OC
-1	CC(C)c1ccc(NC(=O)C2Cc3c(-c4cccc(C(N)=O)c4)ccnc3O2)cc1 (stereo unspecified)
5	O=C(CSc1nnc(-c2ccco2)n1-c1ccc(Cl)cc1)Nc1ccccc1-c1ccccc1
-2	C[C@H](O)C(=O)Nc1c(I)c(C(=O)NC(CO)CO)c(I)c(C(=O)NC(CO)CO)c1I
-3	O=C(O)c1ccc(C=Nn2c(-c3ccc(F)cc3)n[nH]c2=S)cc1
-2	CCOC(=O)C1=CCN(S(=O)(=O)c2ccccc2Br)C1c1ccc(Br)cc1 (stereo unspecified)
1	CC(C)(C)c1ccc(S(=O)(=O)N2CCC(C(=O)N3CCN(C4CCCCC4)CC3)CC2)cc1
-1	CCCCCNC(=O)C(c1ccc(OC)cc1)n1c(=O)c(-c2ccccc2)nc2ccccc21 (stereo unspecified)
6	COc1ccc(C(C(=O)NCc2ccccc2)n2c(-c3ccccn3)nc3ccccc32)cc1 (stereo unspecified)
-3	O=C(CC[C@H]1O[C@@H](n2cnc3c(NC(=O)c4ccccc4)ncnc32)[C@H](O)[C@@H]1O)NCc1ccccn1
8	COc1cccc(CNc2nc3cc(-c4ccccc4CO)sc3c(=O)n2C)c1
-1	COC(=O)[C@]12CCCCC=C1N(Cc1ccc(OC)cc1)C(=O)[C@@H]2CC(=O)N1CCCCC1
-1	CC(C)C[C@@H]1COc2cc(N3CCSCC3)ccc2S(=O)(=O)N1
-3	Cc1cc(Br)ccc1NC(=O)CCCOc1cc(=O)n(C)c2ccccc12
-11	CC(=O)c1cc(-c2cc(C(=O)O)cc([N+](=O)[O-])c2)c(=O)n2c1CCC2
-5	O=C1C(NC(=O)N2c3ccccc3C=Cc3ccccc32)CCCCN1Cc1ccc(Cl)cc1 (stereo unspecified)
3	COc1ccc(C(=O)NCCNc2nc3cc(C)cc(C)c3cc2C#N)cc1
-1	c1ccc(CCn2nnc(-c3ccc(N4CCOCC4)cc3)n2)cc1
1	COP(=O)(CC(=O)OC(C)(C)C)C(CC(C)C)NC(=O)OCc1ccccc1 (stereo unspecified)
20	COc1ccccc1CCn1cnc(-c2ccc(OC)c(OC)c2)c1C(C)C
-3	O=C(Nc1cc(Br)ccc1F)c1nc[nH]c1C(=O)NCc1ccccc1
-3	CCCNC(=O)C1(C)CCN(C(=O)c2ccccc2F)C1 (stereo unspecified)
-14	COc1ccc(CCN2C(=O)CCC2(C)c2nnnn2-c2c(C)cccc2C)cc1OC (stereo unspecified)
-4	COc1ccccc1-c1noc2c1C(=O)N(Cc1cn(-c3ccccc3OC)nn1)CC2
1	CC(C)(C)c1ccc(C(=O)N2CCC2(C)C(=O)Nc2cccc3ccccc23)cc1 (stereo unspecified)
1	CCCCOCCCNC(=O)C[C@H]1C[C@@]2(C(=O)OC)C(=C[C@H](COCc3ccccc3)O[C@@H]2C)N(Cc2cccc3ccccc23)C1=O
-2	CCOC(=O)[C@]12CCCC=C1N(Cc1ccc(OC)cc1)C(=O)[C@@H]2CC(=O)NCCCCc1ccccc1
-1	CC(=O)N1[C@@H](CO)[C@@H](c2ccc(-c3cccc(F)c3)cc2)[C@@H]1CNCC1CCC1
0	COc1ccc(C2CCC3(CCC(=O)N3CCOC(=O)NCc3ccc(Cl)cc3)CC2)cc1 (stereo unspecified)
0	O=C(CCS(=O)(=O)c1ccccc1)Nc1cc(Cl)ccc1F
-5	Cc1cccnc1CNC(=O)C1(C)CCCN1CC(C)C (stereo unspecified)
-5	CC(O)(c1cccnc1)c1nc(-c2ccc3ccccc3c2)cs1 (stereo unspecified)
2	CN(C)[C@H]1CCN(c2cccc3c2S(=O)(=O)N(C2CC2)CCCO3)C1
3	CC(C)C(N)c1csc(Nc2ccc(C(=O)NCCCO)cn2)n1 (stereo unspecified)
-5	COC(=O)[C@@]1(Cc2ccc(F)cc2)[C@H]2c3cc(C(=O)N4CCCC4)n(Cc4ccc(S(C)(=O)=O)cc4)c3C[C@H]2CN1C(=O)c1ccccc1
-3	CCOc1cc(OCC)cc(C(=O)N2CCC[C@@H]2C(=O)N2CCC[C@@H]2C(=O)NCc2ccccc2Cl)c1
1	CCCNC(=O)C1(C)CCCN(C(=O)c2cc(C(C)(C)C)nn2C)C1 (stereo unspecified)
2	CN(C)C(=O)c1cccc(-c2cnc3cccnn23)c1
-3	O=C(CSc1ncnc2sc3c(c12)CCCC3)Nc1ccc(Oc2ccccc2)cc1
-2	Cc1cc(O)ccc1-c1cccc2nccn12
-4	CCOc1ccc(CCN2C(=S)N([C@@H](Cc3ccc(O)cc3)CN3CCC[C@@H]3CN3C(=S)NC[C@@H]3Cc3ccccc3)C[C@@H]2CC(C)C)cc1
3	CCCS(=O)(=O)NC(=O)C1(C)CCCN(C(=O)COc2ccc(Cl)cc2Cl)C1 (stereo unspecified)
3	CCCCC[C@@H](C)N1C[C@@H](COCc2ccccc2)Oc2cc(N3CC[C@@H](O)C3)ccc2S1(=O)=O
-3	CCCS(=O)(=O)NC(=O)C1(C)CCN(C(=O)Cc2ccc(OC)c(OC)c2)C1 (stereo unspecified)
-1	O=C(c1cc(F)ccc1F)N1CCC(Oc2cccnc2)CC1
-2	Nc1[nH]c(C(=O)c2ccccc2)c(-c2ccc(Br)cc2)c1C(=O)c1cccs1
-2	Cc1ccc(S(=O)(=O)N2CCC(=O)N([C@H](COCc3ccc(Cl)cc3)C(C)C)CC2)cc1
-28	C[C@H]1CCC/C=C/C(=O)c2c(cc(O)c(Cl)c2O)CC(=O)O1

Other compounds.
PI4K2A inh	structure
-6	CCCCCCn1cc(CN2CC(N3CCCC3)CS2(=O)=O)nn1 (stereo unspecified)
2	Nc1[nH]c(C(=O)c2ccccc2)c(-c2ccc(Br)cc2)c1C(=O)NC1CCCCC1
1	O=C(Cn1nnc(-c2ccc(N3CCOCC3)cc2)n1)c1cccc(F)c1
1	O=C(NC(c1ccc(F)cc1)c1ccc2ccccc2n1)C1CCN(Cc2ccc(Oc3ccccc3)cc2)CC1 (stereo unspecified)
-2	CCC(=O)N1CCC(C)(C(=O)Nc2cc(OC)c(OC)c(OC)c2)C1 (stereo unspecified)
1	CC(c1c[nH]c2ccccc12)c1c[nH]c2ccc(Br)cc12 (stereo unspecified)
-4	CCOc1ccc(CCN2C(=O)C(=O)N([C@@H](CC(C)C)CN3CCC[C@H]3CN3C(=O)C(=O)NC[C@@H]3Cc3ccc(O)cc3)C[C@@H]2CC(C)C)cc1
1	O=c1c2ccccc2n(Cc2ccccc2)n1[C@@H](Cc1ccccc1)Cn1cc(-c2ccc(-c3ccccc3)cc2)nn1
2	C[C@H](O)[C@@H]1CN2CCc3c([nH]c4c(-c5ccc6c(c5)OCO6)cccc34)[C@@H]2C[C@@H]1N(C)C(=O)c1ccco1
1	CC(C)(C)S(=O)N1Cc2cc(C(=O)N[C@@H]3CCN(Cc4ccccc4)C3)nc(-c3cccc(-c4cc5ccccc5o4)c3)c2[C@@H]1CCO (stereo partly specified)
3	Cc1cccc(C)c1-n1nnnc1C1c2ccccc2C(=O)N1CCC(C)C (stereo unspecified)
0	CC(C)c1cccc(-c2csc(C(C)(O)c3ccccc3)n2)c1 (stereo unspecified)
-1	O=C(CSc1nc2ccccc2o1)NN=C/C=C\c1ccccc1[N+](=O)[O-]
-1	Cc1cc(C(O)c2ncc(-c3cccc(F)c3)[nH]2)ccc1F (stereo unspecified)
-3	COc1ccc(-c2ccc(C(=O)NCc3ccc(N(C)C)cc3)c3occc23)c(C)c1
37	O=C(Nc1ccc(C(F)(F)F)cc1)OC1CCC12CCCCC2 (stereo unspecified)
-2	O=C(Nc1cc(Cl)cc(Cl)c1)N[C@@H]1CC[C@@H](CCNS(=O)(=O)c2cccc(F)c2)O[C@@H]1CO
-1	C=CCNc1nc(NCCCN2CCCC2=O)c2sc(-c3ccccc3)cc2n1
2	O=C(c1ccc(Cl)c(Cl)c1)N1CCC(=O)N([C@H](COCc2ccccc2)Cc2ccccc2)CC1
-2	COc1ccc(OC(=O)N(CC(=O)O)Cc2ccc(OCCc3nc(-c4ccccc4)oc3C)cc2)cc1
1	COc1cccc(CNc2nc3cc(-c4ccccc4)sc3c(=O)n2C)c1
-15	COC(=O)[C@@]1(C(C)C)N=C(c2cc(OC)c(OC)c(OC)c2)[C@]2(O1)C(=O)N(Cc1cn(Cc3ccccc3)nn1)c1ccc(F)cc12
-2	Cn1nc(C(C)(C)C)cc1C(=O)N1CCCCC1c1cc(C(=O)Nc2ccccc2Cl)no1 (stereo unspecified)
-4	COc1cc(NC(=O)C2(C)CCN2C(=O)C(C)C)cc(OC)c1OC (stereo unspecified)
-6	Nc1ccc(CC(N)c2csc(Nc3nncc4ccccc34)n2)cc1 (stereo unspecified)
3	CCOC(=O)C1=NOC2(C1)C(=O)Nc1ccc(OC)cc12 (stereo unspecified)
-2	CCCCC(=O)N[C@H]1CC[C@@]23CCCN2C(=O)CCC[C@H]3[C@H]1CCC
-4	CC(=NN1CCN(Cc2ccccc2Cl)CC1)c1ccc(O)cc1
3	CCN(CC)C(=O)CC[C@@H]1CC[C@]2(CCCN(C(=O)C(C)(C)C)C2)O1
-9	COc1cc(CN2C[C@@H](CO)O[C@@H](n3cnc4c(NCc5ccncc5)ncnc43)C2)cc(OC)c1OC
-5	O=C(Nc1cccc(Cc2ccccc2)c1)Nc1cccc2[nH]c([C@@H]3O[C@H](CO)[C@@H](O)[C@H](O)[C@H]3O)nc12
6	CCCCn1nnnc1C(c1ccccc1)N1CCN(c2ccc(C)cc2)CC1 (stereo unspecified)
2	CC(=O)N1CCc2c1cccc2S(=O)(=O)NC(CC(C)C)C(=O)Nc1ccccc1C (stereo unspecified)
0	CCCc1c(-c2cccc(Br)c2)ncn1Cc1ccccc1OC
1	O=C(OCCN1CCN(C2CN(Cc3cn(Cc4ccccc4Cl)nn3)S(=O)(=O)C2)CC1)c1cccs1 (stereo unspecified)
-2	COc1ccc(CN2C(=O)C(C)Nc3ncnc(N4CCc5ccccc5C4)c32)cc1 (stereo unspecified)
2	Cc1cc(NC(=O)c2ccc(NS(=O)(=O)c3ccccc3F)cc2)no1
2	COc1cc(-c2coc3c(C(=O)NCc4ccccc4)cccc23)ccc1O
-1	CCCCCCN1CCN(C2CN(CCc3ccccc3)S(=O)(=O)C2)CC1 (stereo unspecified)
3	CCCC(=O)OC12CCCN(C1)/C(=C/c1cccc(N(C)C)c1)C2 (stereo unspecified)
3	CCC[C@@H](/C=C/C(=O)OC(C)(C)C)Sc1ccc(OC)cc1
-4	CCCCCCCCN1C(=O)[C@H](CC(=O)NCC23CC4CC(CC(C4)C2)C3)C[C@@]2(C(=O)OC)CC(C)(C)CC=C12
1	O=C(NC(c1ccc(-c2ccccc2)cc1)c1cnccn1)C1CCN(Cc2cccs2)CC1 (stereo unspecified)
-2	CC(C)Oc1ccc(-c2csc(N3CCC(C(N)=O)CC3)n2)cc1
0	Cc1ccc2ccccc2c1C(O)c1ncc(-c2ccc(C(F)(F)F)cc2)[nH]1 (stereo unspecified)
4	COc1cc(CN2C[C@@H](CO)O[C@@H](n3cnc4c(N(C)C(C)C)ncnc43)C2)cc(OC)c1OC
-3	CN(C)Cc1csc(NC(=O)Nc2ccccc2Cc2ccccc2)n1
-1	CC(=O)Nc1ccc(CN2C(=O)C(CCc3ccccc3)ON=C2c2cnccn2)cc1 (stereo unspecified)
-4	CC(=O)c1ccc(OCc2c(-c3ccccc3)nnn2CC(=O)NS(=O)(=O)c2ccccc2C)cc1
-3	OC(Cc1ccccc1)c1ncc(-c2ccc(Cl)cc2)[nH]1 (stereo unspecified)

In another format: 4 of the compounds above
> COc1cc(-c2coc3c(C(=O)NCc4ccccc4)cccc23)ccc1O
  PI4K2A inh: 2

> CCCCCCN1CCN(C2CN(CCc3ccccc3)S(=O)(=O)C2)CC1 (stereo unspecified)
  PI4K2A inh: -1

> CCCC(=O)OC12CCCN(C1)/C(=C/c1cccc(N(C)C)c1)C2 (stereo unspecified)
  PI4K2A inh: 3

> CCC[C@@H](/C=C/C(=O)OC(C)(C)C)Sc1ccc(OC)cc1
  PI4K2A inh: 3

The list continues:
PI4K2A inh	structure
0	CCCC[C@H](C(=O)N(C)c1ccccc1)[C@@H](O)c1ccc2ccccc2c1
2	CO[C@@H]1CN(C)C(=O)c2ccc(NS(=O)(=O)c3c(C)noc3C)cc2OC[C@@H](C)NC[C@@H]1C
-6	O=C(/C=C1\OCc2ccccc21)c1ccccc1
10	C[C@H]1COc2cccc(N3CCC[C@H]3CO)c2S(=O)(=O)N1
-3	O=C1NC[C@@H](CCCCN2C[C@H](Cc3ccccc3)N(Cc3ccccc3)C(=O)C2=O)N(CCc2ccccc2)C1=O
0	O=c1cccc(-c2ccc3ccccc3c2)o1
-2	CCOC(=O)[C@]12CCCC=C1N(Cc1ccccc1)C(=O)[C@H](CC(=O)NCCCN1CCCC1=O)C2
5	COc1ccc(NC(=O)c2cc(-c3ccc(F)cc3OC)n[nH]2)c(OC)c1
-11&0	CC/C=C(\C(=O)N[C@@H]1C(=O)N2C(C(=O)OCOC(=O)C(C)(C)C)=C(COC(N)=O)CS[C@H]12)c1csc(N)n1

Not a retest: 3 of the compounds above.
PI4K2A inh	structure
-2	CCCCC(=O)N[C@H]1CC[C@@]23CCCN2C(=O)CCC[C@H]3[C@H]1CCC
-4	CC(=NN1CCN(Cc2ccccc2Cl)CC1)c1ccc(O)cc1
3	CCN(CC)C(=O)CC[C@@H]1CC[C@]2(CCCN(C(=O)C(C)(C)C)C2)O1
